# Compound activity: PubChem BioAssay, several laboratories
# CHRM4 agonist = CHRM4 agonism in calcium assay; P08173; activation, % at 3 µM; actives 0.14% (n = 360,000); CHO-K1 hM4/Gqi5, Fluo-8 calcium fluorescence; vehicle 0%, full acetylcholine response 100%;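 active means activation above the run mean over all test wells plus 3 SD, cut at about 32% in these data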;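 further: peak over basal fluorescence ratio per well then scaled between controls; 0% = DMSO wells and 100% = acetylcholine at EC100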
# Target sequence (P08173 whole entry, looked up): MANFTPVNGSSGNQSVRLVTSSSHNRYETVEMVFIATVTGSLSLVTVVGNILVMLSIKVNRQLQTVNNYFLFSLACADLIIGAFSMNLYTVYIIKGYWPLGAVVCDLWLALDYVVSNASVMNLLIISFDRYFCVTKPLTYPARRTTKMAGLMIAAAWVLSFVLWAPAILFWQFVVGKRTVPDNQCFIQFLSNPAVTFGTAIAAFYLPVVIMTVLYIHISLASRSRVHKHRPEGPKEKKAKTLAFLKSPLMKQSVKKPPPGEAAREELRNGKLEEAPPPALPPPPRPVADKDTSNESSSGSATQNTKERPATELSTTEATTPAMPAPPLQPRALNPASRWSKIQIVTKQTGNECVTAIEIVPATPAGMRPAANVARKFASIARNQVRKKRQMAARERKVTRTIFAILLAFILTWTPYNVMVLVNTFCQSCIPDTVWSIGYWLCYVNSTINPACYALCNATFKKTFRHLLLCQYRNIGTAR
# IDE cell inh = inhibits human insulin-degrading enzyme in HEK cells; inhibition, % at 5.59 µM; P14735; FAbetaB cleavage, fluorescence polarization; actives 0.41% (n = 320,000);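 active means percent inhibition above the average of all tested compounds plus 3 SD, set per screening campaign, cut at about 16% in these data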;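 further: IDE supplied by intact live HEK cells; FP after avidin binding of uncleaved biotin substrate so inhibition keeps polarization high; 0% = DMSO wells and 100% = 60 µM reference IDE inhibitor Ii1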
# CRFBP-R2 block = antagonists of CRF-binding protein/CRF-R2 receptor complex | HEK293 CRF-R2/CRF-BP, CRF-induced calcium fluorescence | inhibition, % at 11.8 µM | actives 0.59% (n = 350,000) | AID 588475;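 active means inhibition of the ligand-induced calcium signal above about 50% at the single tested concentration, limit read from the data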
# M5 antag = blocks acetylcholine activation of human M5 receptor; CHO-hM5 cells, Fluo-8 calcium fluorescence, ACh EC80; inhibition, % at 3 µM; actives 0.59% (n = 360,000); AID 624040;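 active means inhibition above a per-plate cutoff, the mean of that plate's test compounds plus 3 SD, cut at about 27% in these data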;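 further: 0% = acetylcholine EC80 with DMSO and 100% = DMSO without agonist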
# Target sequence (P08912 whole entry, looked up): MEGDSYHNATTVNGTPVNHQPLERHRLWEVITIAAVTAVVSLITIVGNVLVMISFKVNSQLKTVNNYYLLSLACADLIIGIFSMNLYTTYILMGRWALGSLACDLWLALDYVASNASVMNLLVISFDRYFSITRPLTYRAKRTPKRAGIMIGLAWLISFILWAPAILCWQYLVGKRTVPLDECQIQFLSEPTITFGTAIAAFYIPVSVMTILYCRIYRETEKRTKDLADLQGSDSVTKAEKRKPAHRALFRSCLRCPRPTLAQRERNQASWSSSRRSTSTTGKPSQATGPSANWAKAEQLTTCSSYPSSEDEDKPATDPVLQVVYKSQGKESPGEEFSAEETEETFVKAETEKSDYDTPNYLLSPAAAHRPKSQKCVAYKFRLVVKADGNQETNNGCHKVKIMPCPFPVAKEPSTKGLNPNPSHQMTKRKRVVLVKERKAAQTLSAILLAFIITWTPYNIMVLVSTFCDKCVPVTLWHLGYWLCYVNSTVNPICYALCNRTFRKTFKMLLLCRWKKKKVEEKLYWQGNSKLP
# M4 antag = CHRM4 antagonism in calcium assay. CHO-hM4 cells, ACh EC80, Fluo-8 calcium fluorescence. inhibition, % at 3 µM. actives 0.73% (n = 360,000). AID 624125;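 active means inhibition above its plate's cutoff, the mean inhibition of sample wells plus 3 SD, cut at about 27% in these data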;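 further: 0% = acetylcholine EC80 with DMSO and 100% = DMSO without agonist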
# CHRM5 agonist = CHRM5 agonism in calcium assay. AID 624037. P08912. CHO-K1 hM5 cells, Fluo-8 calcium fluorescence; 0% DMSO wells, 100% maximal acetylcholine response. activation, % at 3 µM. actives 0.19% (n = 360,000);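 active means activation above the run's mean over test compounds plus 3 SD, cut at about 23% in these data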;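 further: signal is peak over basal fluorescence ratio across the kinetic read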
# CHRM5 PAM = potentiates acetylcholine response at human M5 receptor; CHO-K1 hM5, Fluo-8 calcium, ACh EC20 PAM; 0% = ACh EC20, 100% = ACh EC100; activation, % at 3 µM; actives 0.3% (n = 360,000);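 active means activation above the run cutoff, the mean activation of all test compounds plus 3 SD, cut at about 18% in these data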
#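 Assay system – human M5 receptor in CHO-K1 cells · Read-out – % activation, ACh-normalized · Technique – Fluo-8 calcium fluorescence · Dosing – single-point, 3 µM nominal · Incubation – Fluo-8 loading 80 min at 37 °C plus 30 min room temperature · Repeats – singlicate, one well per test compound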
# CHRM4 PAM = CHRM4 positive allosteric modulation. P08173. CHO-K1 hM4/Gqi5, Fluo-8 calcium fluorescence, ACh EC20; 0% = ACh EC20, 100% = maximal ACh. activation, % at 3 µM. actives 0.4% (n = 360,000);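 active means activation above its plate's cutoff, the mean activation of sample wells plus 3 SD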; further: some results filed as inactive read as strong as hits
# CRFR2-BP ag = CRF-BP/CRF-R2 complex agonism; HEK293 CRF-R2/CRF-BP, calcium dye fluorescence (FLIPR); percent of saturating CRF peptide response; activation, % at 13.2 µM; actives 0.46% (n = 350,000); AID 588473;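 active means activation of at least 50%, plus an integration ratio under a set limit after plate pattern correction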;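 further: plate controls were neutral control wells without compound for no effect and CRF at EC100 for full effect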
# Starred values were filed as active, the others as inactive; · = not tested or not shown; & = joins results of further samples.
molecule	CHRM4 agonist	IDE cell inh	CRFBP-R2 block	M5 antag	M4 antag	CHRM5 agonist	CHRM5 PAM	CHRM4 PAM	CRFR2-BP ag
COC1=CC(=O)OC(/C=C/c2ccccc2)C1 (stereo not drawn)	0	2	4	1	-9	0	-6	-2	0.2
CN1C(=O)C(=Cc2cccnc2)C(=O)N(C)C1=O	8	-6	0	12	7	4	-19	-29	-1.3
OCC1(CO)COC(c2cccnc2)N1 (stereo not drawn)	1	6	-3	-4	4	0	-1	-2	-1.3
COc1cccc(-n2c(C)nc3ccccc3c2=O)c1	0	7	-5	-3	-7	0	-5	27*	1.0
CNC(=O)ON(C(=O)NC)C1N(C)C(=S)SC1(C)C (stereo not drawn)	2	0	0	4	-3	-2	9	0	-1.1
COC(=O)C1=C(c2cccc(C#N)c2)C[C@@H]2CC[C@H]1N2C(=O)NC1CCCCC1	1	6	9	0	8	-8	2	-4	-2.0
Cc1nnc(SCc2nc3ccccc3c(=O)n2-c2ccccc2Cl)n1N	-1	3	-11	2	-3	1	1	-5	-0.7
O=P(Nc1ccccc1Cl)(c1ccccc1)c1nc2c(s1)CCCC2 (stereo not drawn)	-1	-4	3	-8	3	2	12	4	-0.2
CN1CCN(CC(=O)Nc2ccc(Cl)cc2C(=O)c2ccccc2)CC1	0	-1	-1	-7	-3	-7	5	12	0.5
O=C(N/N=C\C1C(=O)NC(=S)N(c2ccccc2)C1=O)c1ccc(O)cc1 (stereo not drawn)	1	-1	-25	8	15	0	-6	-5	26
Cc1cccc(-n2c(C)nc3ccccc3c2=O)c1C	1	1	14	10	11	-1	-3	-12	-6.5
N[C@@H](Cc1ccccc1)C(=O)N1C[C@H]2C[C@@H](C1)c1cccc(=O)n1C2	0	5	-3	6	92*	-3	-17	-16	-2.1
CCN1CCN(c2nc3c(c(=O)[nH]2)CCC3)CC1	1	-1	13	-19	-10	4	17	-1	-0.1
CN(C)C(=O)Oc1c(Cl)cc(Cl)c2cccnc12	0	7	6	5	6	-1	-1	4	-3.4
O=C(COc1ccc(Cl)cc1)N1CCN(C/C=C/c2ccccc2)CC1	6	2	-30	4	2	-3	-5	-9	4.5
O=c1[nH]cnc2nc(-c3ccc(N(CCCl)CCCl)cc3)[nH]c12	0	·	3	16	6	-8	-12	-1	-1.9
c1cc2c(cc1[C@H]1OCC3C1CO[C@@H]3c1ccc3c(c1)OCO3)OCO2 (stereo partly drawn)	4	8	-3	6	-33	0	-6	14	1.5
C[C@@H]1O[C@@H](O[C@H]2C[C@@H](O)[C@]3(CO)[C@H]4[C@H](O)C[C@]5(C)[C@@H](C6=CC(=O)OC6)CC[C@]5(O)[C@@H]4CC[C@]3(O)C2)[C@H](O)[C@H](O)[C@H]1O	1	0&2	1	-1	-2	1	-1	1	1.1
COC(=O)C1=C(c2cccc(C#N)c2)C[C@@H]2CC[C@H]1N2C(=O)NCCc1ccccc1	-1	-5	11	-5	4	-4	13	-4	-1.9
O=c1[nH]c(=O)n(Cc2ccc(F)cc2)c(O)c1C=NCCCn1ccnc1	0	3	7	12	9	-4	-6	-7	0.8
O=C1NC(=O)C(=Cc2coc3ccccc3c2=O)C(=O)N1	1	-1	-45	-7	1	0	1	1	71*
COC(=O)C1=C(c2ccc3ccccc3c2)C[C@@H]2CC[C@H]1N2C(=O)NCCNC(C)=O	2	1	4	10	-3	-3	3	1	-1.1
C[C@@]12CC[C@@H](c3cc4c(cc3C1)OCO4)N2c1ccccc1	-3	·	·	-4	2	-4	1	-10	·
CCOC(=O)C1SC2(C(F)(F)F)CC1(O)c1c(C)cc(C)nc1O2 (stereo not drawn)	-2	0	-4	-7	-16	0	14	45*	-0.1
CCOC(=O)C1=C(N)Oc2ccccc2C12C(=O)N(CC(=O)OC)C(CC(=O)OC)=C2C(=O)OC (stereo not drawn)	2	0	-19	6	2	1	-5	0	0.3
CCOc1ccccc1NC(=O)N1CCC2(CC1)OCCO2	3	5	2	1	-2	-2	-1	3	0.1
CCN1C[C@@]2(COC)C3[C@@H](OC)[C@H]4[C@@H]1[C@@]3(C1C[C@H]3[C@H](OC(C)=O)C1[C@]4(OC(C)=O)C[C@H]3OC)[C@@H](OC)C[C@H]2OC(C)=O (stereo partly drawn)	1	5	4	-2	-5	1	1	4	-0.6
CCOC(=O)c1c(C)n(Cc2ccccc2)c2ccc(OCC(O)Cn3nc(C)nc3C)cc12 (stereo not drawn)	5	15	8	2	-3	2	-2	3	1.3
CC(C)c1c(CN(C)C(C)Cc2ccccc2)n(C)n(-c2ccccc2)c1=O (stereo not drawn)	-1	0	-16	12	66*	-2	-18	-17	-0.1
CC(C)COc1ccc(Cc2c(O)[nH]c(=S)[nH]c2=O)cc1	0	1	-8	12	-9	2	-1	0	-0.9

# Already shown: 2 of the compounds above.
molecule	CHRM4 agonist	IDE cell inh	CRFBP-R2 block	M5 antag	M4 antag	CHRM5 agonist	CHRM5 PAM	CHRM4 PAM	CRFR2-BP ag
CC(C)c1c(CN(C)C(C)Cc2ccccc2)n(C)n(-c2ccccc2)c1=O (stereo not drawn)	-1	0	-16	12	66*	-2	-18	-17	-0.1
CC(C)COc1ccc(Cc2c(O)[nH]c(=S)[nH]c2=O)cc1	0	1	-8	12	-9	2	-1	0	-0.9

# Remaining list, next part
molecule	CHRM4 agonist	IDE cell inh	CRFBP-R2 block	M5 antag	M4 antag	CHRM5 agonist	CHRM5 PAM	CHRM4 PAM	CRFR2-BP ag
COC(=O)C1=Nc2ccccc2/C1=C\c1c(O)n(-c2ccc(OC)cc2)c(=O)[nH]c1=O	2	0	-36	0	1	-3	2	4	-0.7
C[C@H]1CCCC(=O)CCC/C=C/c2cc(O)cc(O)c2C(=O)O1	4	2	-33	-2	-10	6	4	5	-0.4
CC(C)NC(C)C(=O)c1ccc2ccccc2c1 (stereo not drawn)	1	-1	-23	-3	-8	-4	5	12	0.7
OCC1CO1 (stereo not drawn)	0	4	-17	-1	5	2	6	1	2.0
CCOC(=O)c1ccc(N=C(c2ccccc2)c2c(O)n(C)c(=O)n(C)c2=O)cc1	0	8	3	5	1	-3	2	-4	-1.6
COc1ccc(-c2cc(=O)oc3c(C)c(OC(C)C(=O)N4C[C@H]5C[C@@H](C4)c4cccc(=O)n4C5)ccc23)cc1 (stereo partly drawn)	2	16	-7	2	13	-4	0	-6	-1.2
CCOc1ccc(NC2=NCCCS2)cc1	-1	-2	-2	5	11	-4	-1	-7	0.2
CCC(c1nnnn1C(C)(C)C)N1CCC2(CC1)C(=O)NCN2c1ccccc1 (stereo not drawn)	4	·	·	7	-9	2	-6	3	·
CCOC(=O)[C@]12Cc3ccccc3[C@H]1N(Cc1ccccc1)C(=O)c1cc(F)c(F)cc12	-2	·	·	-12	-4	-5	-14	-10	·
O=C(CCc1ccccc1)N1Cc2cc(N3CCCCC3)ccc2-n2nncc2C1	3	·	·	3	-4	-2	-5	-12	·
O=C(N/N=C/c1c(O)n(CCc2ccc(F)cc2)c(=O)[nH]c1=O)c1ccccc1	1	-3	10	-11	-3	5	-1	-4	-0.9
CN1CC(C(=O)c2ccc(F)cc2)C(c2ccc(F)cc2)C1 (stereo not drawn)	2	-1	-13	8	6	-4	0	-5	-3.0
S=C1Nc2ccccc2Sc2ccccc21	3	-3	-19	2	3	-5	-9	-13	0.4
Cc1ccc2c(c1)CC1(CN2C)C(=O)NC(=O)N(c2cc(C)ccc2C)C1=O (stereo not drawn)	0	-2	-7	8	-15	-2	-4	11	-2.9
O=C1Nc2ccc(Br)cc2C(c2ccc(Cl)cc2)=NC1O (stereo not drawn)	1	·	-35	8	1	1	-3	1	-0.3
C[C@H]1CC2C3CC=C4C[C@@H](O)CC[C@]4(C)C3CC[C@]2(C)[C@H]1O (stereo partly drawn)	4	6	-8	11	-4	-6	2	3	0.0
C[C@]12CC[C@@H](O)CC1=CCC1C2CC[C@@]2(C)C1CC[C@@H]2N (stereo partly drawn)	1	5	-13	14	10	-7	-6	-5	0.1
CC(C)Oc1ccc(C2(C#N)CC[N+](C)(C)CC2)cc1	0	-1	-3	0	-2	-4	-2	-7	0.4
O=c1[nH]c(=S)n(Cc2ccco2)c(O)c1C=NCc1cccs1	0	-3	-14	-10	-10	-2	9	2	-0.7
COC(=O)C1=C(c2ccc3ccccc3c2)C[C@@H]2CC[C@H]1N2C(=O)NCC1CC1	2	7	-5	10	0	-2	-2	-4	-3.9
O=C1CN=C(c2ccc(F)cc2)c2oc3ccccc3c2N1	2	4	11	4	-2	9	-7	2	4.0
c1ccc(C(c2ccccc2)c2cccnc2)cc1	-1	·	22	-2	1	-10	-14	3	-3.1
CCOC(=O)N(c1ccccc1)P1(=S)OCCO1	1	3	-4	2	-16	0	-2	14	-0.4
CCN1C(=O)C(=C/C=C/c2ccco2)C(=O)N(CC)C1=S	3	7	-91	8	18	11	-4	-6	50*
CC(=O)/C=C/c1ccccc1	1	2	-4	4	-7	1	0	4	-1.0
CN(C)C(=O)Oc1ccc(OC(=O)N(C)C)cc1	0	3	-1	1	-2	-2	0	6	-3.7
Cc1cccc(CNCCc2ccccc2)n1	1	3	-15	-4	9	-4	5	-4	0.4
O=NN(CCF)C(=O)NC1CCC(=O)NC1=O (stereo not drawn)	1	·	·	8	1	1	-8	1	·
Cc1c(N=Nc2c(O)n(-c3ccc(Br)cc3)c(=O)[nH]c2=O)c(=O)n(-c2ccccc2)n1C	0	-1	-4	-9	-3	7	18	2	-0.9
CCN1CCN(Cc2cc3c(cc2[N+](=O)[O-])OCO3)CC1	-1	-1	2	8	24	-20	-8	-7	-0.7

molecule	CHRM4 agonist	IDE cell inh	CRFBP-R2 block	M5 antag	M4 antag	CHRM5 agonist	CHRM5 PAM	CHRM4 PAM	CRFR2-BP ag
CC[N+](C)(CC)CCCCOc1ccc2c(c1)C(=O)c1cc(OCCCC[N+](C)(CC)CC)ccc1-2	14	7	-2	14	14	1	-14	-11	1.7
CCC(=O)c1cc(F)c(N2CCN(CC)CC2)cc1C	1	2	-25	2	-2	-4	3	-4	-2.5
O=C(Nc1ccc(C(=O)O)cc1)Oc1ccc(N(CCCl)CCCl)cc1	1	·	·	1	-1	3	0	3	·
N#CC(C#N)=NNc1ccc(-n2ccc(C(F)(F)F)n2)cc1	16	1	34	30*	8	14	-21	-3	53*
COc1ccccc1-n1c(-c2ccccc2Cl)nc2ccccc2c1=O	3	1	14	2	-2	-6	-4	1	-2.0
COC(=O)C1=C(c2ccc(F)cc2OCc2ccccc2)C[C@@H]2CC[C@H]1N2C(=O)NCc1ccc(Br)cc1	3	1	12	13	4	2	-15	-6	-1.1
CCN1CCN(c2cc(N3CCCC3)c([N+](=O)[O-])cc2F)CC1	1	-7	-7	10	6	-8	-9	-13	-0.7
O=C1CC(=O)N(c2ccccc2F)C(=O)N1	1	3	-8	0	-11	0	9	4	1.3
O=C(Cn1cc(C=C2C(=O)NC(=O)NC2=O)c2ccccc21)NCC1CCCO1 (stereo not drawn)	3	0	-5	-3	11	-3	10	5	3.5

# Grouped by structure, those above containing a CF3 group.
molecule	CHRM4 agonist	IDE cell inh	CRFBP-R2 block	M5 antag	M4 antag	CHRM5 agonist	CHRM5 PAM	CHRM4 PAM	CRFR2-BP ag
CCOC(=O)C1SC2(C(F)(F)F)CC1(O)c1c(C)cc(C)nc1O2 (stereo not drawn)	-2	0	-4	-7	-16	0	14	45*	-0.1
N#CC(C#N)=NNc1ccc(-n2ccc(C(F)(F)F)n2)cc1	16	1	34	30*	8	14	-21	-3	53*

# Not all compounds are listed. The share of hits here may be higher or lower than overall.
